# Assay outcomes deposited in PubChem BioAssay by The Scripps Research Institute Molecular Screening Center.
# hgDAF-12 ag = H. glycines DAF-12 receptor agonists, primary screen, cell-based, luminescence, HEK293, GAL4 fusion, UAS-luciferase; HEK293 GAL4-hgDAF12 UAS-luciferase reporter, agonist luminescence; normalized to butyrate control; activation, % at 6.8 µM; 370,000 compounds, 1.8% hits;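 active means activation above a cutoff set at the mean of all screened compounds plus 3 SD, cut at about 10% in these data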;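 further: 0% = DMSO wells and 100% = sodium butyrate wells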
# DAX1 inh-1 = DAX1 (NR0B1) inhibitors, primary screen, cell-based, HEK293, Gal4-DAX1, luciferase luminescence; HEK293 Gal4-DAX1 luciferase reporter; Nuclear receptor subfamily 0 group B member 1 (Homo sapiens), P51843; 340,000 compounds, 0.99% hits; AID 504766, 2011; inhibition, % at 6.75 µM;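 active means inhibition above the mean over all tested compounds plus 3 SD, cut at about 4.2% in these data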;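 further: 0% = DAX1-transfected cells with DMSO and 100% = empty-vector control cells with DMSO; inhibition shows as a rise in luminescence from relieved DAX1 repression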
# Target sequence (P51843 207-470 limits assumed): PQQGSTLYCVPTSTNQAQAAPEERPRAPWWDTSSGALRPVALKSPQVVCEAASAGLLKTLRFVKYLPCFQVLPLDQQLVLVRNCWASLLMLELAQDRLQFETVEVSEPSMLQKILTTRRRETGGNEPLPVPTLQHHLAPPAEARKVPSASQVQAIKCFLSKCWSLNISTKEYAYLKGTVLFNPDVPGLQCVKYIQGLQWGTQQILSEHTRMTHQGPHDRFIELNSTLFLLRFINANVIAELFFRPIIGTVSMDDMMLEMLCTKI
# DAX1 inh-2 = DAX1 (NR0B1) inhibitors on StAR promoter, primary screen, cell-based, luminescence, SF-1 (NR5A1), full-length DAX-1; HEK293T StAR-luciferase reporter, SF-1/DAX-1 repression relief; inhibition, % at 6.8 µM; 370,000 compounds, 1.1% hits; AID 652010, 2013;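 active means inhibition above the mean over all tested compounds plus 3 SD, cut at about 3.6% in these data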;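 further: 0% = DAX-1 cells with DMSO and 100% = cells lacking DAX-1 with DMSO; higher inhibition means more luminescence from relief of DAX-1 repression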
# hcDAF12 agonist = H. contortus DAF-12 nuclear receptor activators, primary screen, cell-based, luminescence, HEK293, lit1-tk-luc reporter | activation, % at 6.8 µM | HEK293 hcDAF-12 lit1-tk-luc reporter; 0% DMSO, 100% Δ7-dafachronic acid | 370,000 compounds, 1.4% hits;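 active means activation above the mean of all tested compounds plus 3 SD, cut at about 5.5% in these data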;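 further: 100% = response to 3 µM Δ7-dafachronic acid high control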
# HGIII-sPLA2 inh = human group III sPLA2 inhibitors, primary screen, biochemical, QFRET, BODIPY PC-A2 liposome substrate. 370,000 compounds, 0.56% hits. QFRET BODIPY PC-A2 liposome hydrolysis, fluorescence. inhibition, % at 12.2 µM;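 active means inhibition above mean plus 3 SD of compounds lying within the high and low control bounds, cut at about 19% in these data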;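 further: 0% = median of test compound wells and 100% = no enzyme DMSO wells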
# PLCg1 inh = PLC-gamma1 enzyme inhibitors, primary screen, biochemical, fluorescence, purified enzyme; 1-phosphatidylinositol 4,5-bisphosphate phosphodiesterase gamma-1 (Homo sapiens), P19174; fluorogenic substrate; inhibition, % at 12.2 µM; 370,000 compounds, 0.84% hits; AID 720700, 2013; in the data active means inhibition above about 9.5%
# ADAM10 inh = human ADAM10 inhibitors, primary screen, biochemical, QFRET, HTS | inhibition, % at 7 µM | AID 720582, 2013 | recombinant ADAM10, EDANS/DABCYL FRET peptide cleavage, 3 h | 370,000 compounds, 0.62% hits;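 active means inhibition above a per-campaign cutoff equal to the mean of compounds falling between control-based bounds plus 3 SD, cut at about 20% in these data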;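 further: 0% = DMSO wells while the 100% control is not disclosed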
# ADAM17 inh = ADAM17 inhibitors, primary screen, biochemical, QFRET; Disintegrin and metalloproteinase domain-containing protein 17 (Homo sapiens), P78536; recombinant ADAM17, EDANS/DABCYL FRET peptide cleavage; inhibition, % at 6.95 µM; 370,000 compounds, 0.83% hits; AID 720648, 2013;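 active means inhibition above the mean of compounds lying between control limits plus 3 SD, set per campaign, cut at about 8.5% in these data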;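 further: 0% = DMSO-only wells as the low control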
# Target sequence (P78536 215-824 limits assumed): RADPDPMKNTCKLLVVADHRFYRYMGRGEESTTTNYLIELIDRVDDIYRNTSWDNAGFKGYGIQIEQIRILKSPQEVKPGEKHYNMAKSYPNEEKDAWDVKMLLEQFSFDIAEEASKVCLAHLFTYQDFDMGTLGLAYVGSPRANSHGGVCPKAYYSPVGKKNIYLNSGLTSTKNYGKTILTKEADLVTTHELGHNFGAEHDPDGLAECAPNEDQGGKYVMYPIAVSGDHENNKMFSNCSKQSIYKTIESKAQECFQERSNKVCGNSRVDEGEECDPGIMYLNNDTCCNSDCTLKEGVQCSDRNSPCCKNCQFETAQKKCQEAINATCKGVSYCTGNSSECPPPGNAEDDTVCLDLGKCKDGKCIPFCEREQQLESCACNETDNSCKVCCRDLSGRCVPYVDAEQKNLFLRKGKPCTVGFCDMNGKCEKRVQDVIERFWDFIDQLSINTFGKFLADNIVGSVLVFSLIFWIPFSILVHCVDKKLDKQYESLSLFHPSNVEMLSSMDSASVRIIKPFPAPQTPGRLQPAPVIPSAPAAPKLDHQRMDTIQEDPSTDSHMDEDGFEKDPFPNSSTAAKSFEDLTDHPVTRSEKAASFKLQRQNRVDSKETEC
# ssDAF12 agonist = S. stercoralis DAF-12 nuclear receptor activators, primary screen, cell-based, luminescence, HEK293, GRIP1 co-expression, lit1-tk-luc. HEK293 ssDAF-12/GRIP1 lit1-tk-luc reporter; % of 3 µM dafachronic acid response. activation, % at 6.8 µM. 370,000 compounds, 1% hits. AID 652126, 2013;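 active means activation above the mean over all tested compounds plus 3 SD, cut at about 0.9% in these data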;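 further: 0% = DMSO-only wells and 100% = 3 µM delta7-dafachronic acid wells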
# GAA850 FXN act = FXN promoter activators, primary screen, cell-based, luciferase luminescence, HEK293 lucGAA850; HEK293 lucGAA850 FXN promoter luciferase reporter, 24 h; percent of 10 µM SAHA response; activation, % at 6 µM; 360,000 compounds, 0.56% hits;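 active means activation above the average of all compounds screened plus 3 SD, cutoff fixed separately per campaign, cut at about 7.5% in these data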;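 further: 0% = DMSO wells and 100% = 10 µM SAHA wells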
# PLCb3 inh = human PLC-beta3 inhibitors, primary screen, biochemical, fluorescence; 1-phosphatidylinositol 4,5-bisphosphate phosphodiesterase beta-3 (Homo sapiens), Q01970; Purified PLC-beta3, fluorogenic substrate; inhibition, % at 12.2 µM; 370,000 compounds, 0.18% hits; in the data active means inhibition above about 11%;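 further: 0% = median of compound wells on plate and 100% = full blocker control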
# Active calls of the source: *; i = inactive; nt = no result given.
SMILES,hgDAF-12 ag,DAX1 inh-1,DAX1 inh-2,hcDAF12 agonist,HGIII-sPLA2 inh,PLCg1 inh,ADAM10 inh,ADAM17 inh,ssDAF12 agonist,GAA850 FXN act,PLCb3 inh
Cc1ccc(C2CC(c3cccs3)=NN2C(=O)CSc2nc(=O)n3cc(C)ccc3n2)cc1 (centres undefined),3.5,1.4,0.8,-1.5,-4,-19,-6,-1,-0.4,-2.0,-13
Oc1ccc2ccccc2c1C=Nc1ccc(N2CCOCC2)cc1,-5.5,nt,-1.3,-1.5,1,-10,-8,-6,-1.7,nt,-18
CC(C)(Oc1ccc(Br)cc1Cl)C(=O)Nc1ccon1,3.2,0.3,-0.5,-3.0,8,4,14,8,-0.9,1.3,4
COc1cc2c(cc1OC)CN(c1ccc([N+](=O)[O-])cc1C#N)CC2,0.4,-0.8,-0.2,-3.4,-1,-37,5,2,-1.8,3.5,-43
CCOC(=O)C1CCN(C(=O)c2ccc(NS(=O)(=O)c3ccc4[nH]c(=O)[nH]c4c3)cc2)CC1,4.4,0.0,-0.4,-0.3,3,2,-20,-1,-0.9,3.4,-4
Cc1ccc(-c2nc(C#N)c(NCCCn3ccnc3)o2)cc1,6.8,0.6,2.2,1.7,-17,-269,-473,-166,-1.0,5.1,-358
O=C(CCc1c[nH]c2ccccc12)NC(Cc1ccccc1)C(=O)O (centres undefined),-0.1,-1.9,0.1,-0.8,-8,1,1,-2,-0.5,2.1,-5
C[C@@H]1CN([C@@H](C)CO)C(=O)c2cc(Br)cnc2O[C@H]1CN(C)S(=O)(=O)c1ccccc1,-4.4,0.4,-0.3,-0.3,-3,5,1,0,-1.4,0.9,0
CCOc1ccc(NC(=O)CN(C)C(=O)c2sccc2-c2ccccc2)cc1OCC,-2.8,-0.8,-1.9,-2.2,6,2,-13,0,-1.1,-0.7,-5
CC(/C=N/Nc1nnc(C)c(=O)[nH]1)=C\c1ccccc1,6.5,0.3,0.5,2.0,10,-2,-4,-4,-1.6,3.6,-3
COc1ccccc1C=CC(=O)C=Cc1ccccc1OC,-9.6,-2.8,-5.8,-2.1,-11,-9,7,1,-0.8,0.9,-14
CCc1oc2ccccc2c1C(=O)CCN1CCCCC1,0.6,0.4,-0.3,-1.2,2,-1,-9,-1,-0.5,-2.9,2
COC(=O)c1cc(C)[nH]c2c(C)cc3nc4ccccc4c3c12,-0.1,3.1,-0.5,-1.7,-21,i,-46,-22,-1.2,2.1,i
N#C/C(=C/c1ccc(-c2ccccc2[N+](=O)[O-])o1)C(N)=O,1.3,0.0,-0.1,0.5,-2,0,-14,0,-0.7,1.5,-2
c1ccc(CCCN2CCN(c3ccccn3)CC2)cc1,2.3,-0.4,0.4,-1.6,-17,1,4,-1,-0.5,-0.4,-3
OCC[C@@H]1C[C@@H](O)[C@H](O)[C@@]2(Cc3ccccc3CO2)O1,-1.3,0.6,0.0,-1.4,-1,3,5,-2,-1.4,1.9,4
COc1ccc(/C=N/NC(=O)CSc2nnc(C)n2-c2ccccc2)c(OC)c1OC,1.7,-1.1,-0.5,-0.2,6,9,3,1,-0.9,-1.9,2
COc1ccc(C=C2CCC3C(CCCC34OCCO4)C2=O)cc1 (centres undefined),2.8,1.4,-1.1,-1.1,-4,4,-10,-3,-1.6,2.8,2
O=C(/C=C/c1cccc(C(F)(F)F)c1)OCC(=O)N1CCN(c2ccccc2)CC1,1.4,0.5,0.5,-0.8,5,-1,-1,0,-1.1,-1.1,1
O=C(COC(=O)/C=C/c1cccs1)Nc1cccc(S(=O)(=O)N2CCCC2)c1,-1.6,-0.3,-0.1,-0.4,-27,1,5,3,-0.5,1.7,2
CCN(Cc1ccccc1)C(=O)Cc1ccc(OC)c(S(=O)(=O)N2CCOCC2)c1,1.2,1.3,-1.2,-0.9,-5,-5,-4,0,-1.5,0.4,-5
COc1ccc(N2CCN(C(=O)CN(C)S(=O)(=O)c3cc(C)ccc3OC)CC2)cc1,2.0,0.2,0.2,-1.0,-3,1,-4,-2,-1.4,2.1,-2
Cc1cccc(NC(=O)Cn2c(=O)oc3ccccc32)n1,2.1,0.6,0.5,3.5,-3,-1,0,1,-0.3,-2.6,-8
Cc1cccc(N2CN(Cc3cccnc3)CNC2=S)c1,-1.8,4.1,0.1,0.4,19*,-1,-8,-1,-1.9,1.5,0
COc1ccc2[nH]c3c(c(=O)c2c1)CCCC3,1.3,nt,0.2,-0.6,-2,-12,-249,-69,-0.8,nt,-17
COCCCNc1oc(-c2ccccc2F)nc1C#N,5.2,1.8,0.1,-2.1,2,i,i,-345,-0.8,3.5,i
CN(C)c1ccccc1-c1csc(N2CCC(C(N)=O)CC2)n1,5.5,-0.6,1.5,2.3,6,-7,-2,-3,-0.9,3.0,-9
CC(=O)NC(c1ccc(C)cc1)c1cc(Cl)c2cccnc2c1O (centres undefined),-3.5,-4.0,-0.6,-1.2,1,-9,6,3,-0.8,-5.4,-22
CCCCC1=CC2=C(c3ccco3)C(=O)C(C)(OC(=O)c3ccc(OC)cc3)C(=O)C2=CN1c1ccc(OC)cc1 (centres undefined),2.5,0.6,0.2,-0.7,3,-82,-19,-2,-0.8,1.0,-96
COc1ccccc1/C=N/NC(=S)Nc1cccnc1,5.4,0.1,-1.4,-2.8,8,1,-1,1,-1.6,0.3,2

# Record cards, as listed above. Values in the order: hgDAF-12 ag, DAX1 inh-1, DAX1 inh-2, hcDAF12 agonist, HGIII-sPLA2 inh, PLCg1 inh, ADAM10 inh, ADAM17 inh, ssDAF12 agonist, GAA850 FXN act, PLCb3 inh
# Cc1cccc(NC(=O)Cn2c(=O)oc3ccccc32)n1 in the list: 2.1, 0.6, 0.5, 3.5, -3, -1, 0, 1, -0.3, -2.6, -8
# COCCCNc1oc(-c2ccccc2F)nc1C#N in the list: 5.2, 1.8, 0.1, -2.1, 2, i, i, -345, -0.8, 3.5, i

# Continued:
SMILES,hgDAF-12 ag,DAX1 inh-1,DAX1 inh-2,hcDAF12 agonist,HGIII-sPLA2 inh,PLCg1 inh,ADAM10 inh,ADAM17 inh,ssDAF12 agonist,GAA850 FXN act,PLCb3 inh
COc1ccc(NC(=O)CC(C)CC(=O)NCc2ccc(F)cc2)c(OC)c1 (centres undefined),-1.1,0.4,0.0,-2.5,-1,2,-6,-2,0.2,-0.2,-5
c1ccc(CSc2nncn2-c2ccccn2)cc1,-2.4,1.2,-0.5,-1.2,3,-2,8,4,-1.2,2.6,-1
COc1ccc2[nH]c(=O)c(CN(C(C)=O)C3CCCCC3)cc2c1,0.7,-1.0,0.6,0.5,-7,-21,-224,-74,-1.4,0.6,-23
Cc1nn(C(C)C(=O)N2CCOCC2)c(C)c1[N+](=O)[O-] (centres undefined),-3.2,1.1,-0.1,0.0,2,11*,3,1,-0.8,-0.4,3
COc1ccc(NC(=O)CCC(=O)Nc2nnc(C(C)C)s2)cc1Cl,-1.1,0.6,1.3,3.4,4,0,2,-3,-0.7,5.0,-6
O=C(Nc1nc(-c2ccc3c(c2)Cc2ccccc2-3)cs1)c1ccccc1,3.6,0.1,0.4,0.7,3,0,3,-1,-1.0,0.5,-6
COc1cc(/C=C2\CCC(C)C3=C(c4cc(OC)c(OC)c(OC)c4)C(C#N)=C(N)OC32)cc(OC)c1OC (centres undefined),0.0,0.4,-1.4,-2.0,1,-103,-26,-3,-1.5,2.8,-136
C/C(N)=C(/C#N)C(=O)CSc1cc(C)c2ccccc2n1,1.8,1.0,0.2,0.0,0,-1,2,0,-1.5,1.4,2
CCn1c(C)nc2cc(C(=O)N/N=C/c3ccc(OC)cc3)ccc21,-2.6,nt,0.0,-1.8,9,-2,-2,-1,-1.9,3.8,-7
Cc1cnc(CN(C)C(=O)c2ccc3oc(Cc4ccccc4)nc3c2)[nH]1,0.4,0.6,-1.2,0.8,-2,-3,-5,-1,-1.2,0.3,-6
C=CCC1NS(=O)(=O)OC2CCCC12 (centres undefined),0.1,2.4,-0.3,0.5,5,4,0,2,-1.1,-1.0,6
COc1ccc(CCNC(=O)c2noc3c2CCCC3)cc1OC,-0.6,1.7,-0.2,-1.4,0,1,2,-2,-1.1,0.0,-2
CN(C(=O)c1ccccc1C(=O)OCC(=O)NC(=O)NC(C)(C)C)C1CCCCC1,0.3,0.8,0.9,-2.3,-6,0,5,-1,-1.5,-0.2,7
N#C/C(C(=O)N1CCOCC1)=C1\Nc2ccccc2S1,2.7,0.3,-0.2,1.8,8,2,1,3,-1.0,0.1,0
COc1ccc(N(CC(=O)Nc2cccnc2)S(=O)(=O)c2ccccc2)cc1Cl,0.0,1.8,0.3,-2.4,-12,1,2,1,-0.8,-0.7,-1
CN(NC(=O)CN1C(=O)c2ccccc2C1=O)C1=NS(=O)(=O)c2ccccc21,-2.1,0.9,-0.3,-0.1,1,2,10,-1,-1.4,1.4,3
COC(=O)CCC(=O)Nc1ccc(NC(C)=O)cc1,-0.8,-0.5,0.0,-0.4,1,2,-1,0,-1.1,-1.8,1
O=C(NCc1ccco1)C1CCC(CNS(=O)(=O)c2cccc3cccnc23)CC1 (centres undefined),0.0,-0.8,0.2,0.4,-2,-4,-18,-3,-1.2,-0.4,-6
CC1(C)CC(=O)C(C(c2cccc([N+](=O)[O-])c2)C2C(=O)CC(C)(C)CC2=O)C(=O)C1,3.1,-0.2,-0.2,-1.9,-2,2,-2,-1,-1.4,0.9,2
COc1ccc(NC(=O)CSCC(=O)Nc2nnc(CC(C)C)s2)cc1,0.1,-0.2,0.9,-0.3,-2,-1,1,-1,-0.6,0.1,-7
O=C1CN(C(=O)CSc2nc3ccccc3c(=O)n2CCCN2CCOCC2)c2ccccc2N1,2.0,-0.5,0.3,-2.5,3,-2,-10,-5,-2.2,-1.0,-8
N#Cc1ccc(S(=O)(=O)NC2CC2)cc1,0.4,-1.2,-0.5,-2.2,2,-1,5,-6,-1.5,0.0,-10
COC(=O)[C@]12CCCCC=C1N(Cc1ccco1)C(=O)[C@H](CC(=O)NCC13CC4CC(CC(C4)C1)C3)C2,-1.0,nt,1.2,-3.3,-5,5,-13,3,0.0,nt,0
CC(NC(=O)Cn1cccc1)c1ccccc1 (centres undefined),-1.3,1.0,4.0*,-0.3,2,-2,-8,-6,-1.2,-0.3,-5

# Random draw from the library; any-hit rate near 6.9%.
